# HePTP inhibitor: inhibitors of human HePTP phosphatase; recombinant HePTP phosphatase activity, OD absorbance; inhibition, % at 20 µM; hit rate 0.64% among 110,000; AID 521; in the data active = inhibition above about 50%;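 note: plate controls were vehicle for no effect and reference inhibitor for full effect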
# Target sequence (P35236 whole entry, looked up): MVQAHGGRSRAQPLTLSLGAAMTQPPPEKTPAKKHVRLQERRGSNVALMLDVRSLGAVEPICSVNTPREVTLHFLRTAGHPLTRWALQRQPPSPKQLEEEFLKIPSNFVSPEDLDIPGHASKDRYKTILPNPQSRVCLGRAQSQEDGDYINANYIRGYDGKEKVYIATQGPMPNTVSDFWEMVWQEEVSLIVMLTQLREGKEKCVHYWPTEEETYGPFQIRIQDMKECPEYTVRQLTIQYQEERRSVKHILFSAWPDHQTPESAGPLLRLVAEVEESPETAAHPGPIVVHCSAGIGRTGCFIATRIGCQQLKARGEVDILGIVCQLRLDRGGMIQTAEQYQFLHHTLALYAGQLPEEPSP
# BAP1 block: human BAP1 deubiquitinase inhibition; Q92560; recombinant BAP1, Ub-AMC hydrolysis fluorescence kinetic; active compounds read low; activity remaining (% of control), % at 20 µM; hit rate 0.48% among 72,000; AID 436;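 active = activity remaining at or below 50% of control, provided the compound also passes the data quality filters; inactive = the rest, including low values that fail the filters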;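 note: 100% = DMSO wells rate and 0% = substrate alone blank rate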
# Target sequence (Q92560 whole entry, looked up): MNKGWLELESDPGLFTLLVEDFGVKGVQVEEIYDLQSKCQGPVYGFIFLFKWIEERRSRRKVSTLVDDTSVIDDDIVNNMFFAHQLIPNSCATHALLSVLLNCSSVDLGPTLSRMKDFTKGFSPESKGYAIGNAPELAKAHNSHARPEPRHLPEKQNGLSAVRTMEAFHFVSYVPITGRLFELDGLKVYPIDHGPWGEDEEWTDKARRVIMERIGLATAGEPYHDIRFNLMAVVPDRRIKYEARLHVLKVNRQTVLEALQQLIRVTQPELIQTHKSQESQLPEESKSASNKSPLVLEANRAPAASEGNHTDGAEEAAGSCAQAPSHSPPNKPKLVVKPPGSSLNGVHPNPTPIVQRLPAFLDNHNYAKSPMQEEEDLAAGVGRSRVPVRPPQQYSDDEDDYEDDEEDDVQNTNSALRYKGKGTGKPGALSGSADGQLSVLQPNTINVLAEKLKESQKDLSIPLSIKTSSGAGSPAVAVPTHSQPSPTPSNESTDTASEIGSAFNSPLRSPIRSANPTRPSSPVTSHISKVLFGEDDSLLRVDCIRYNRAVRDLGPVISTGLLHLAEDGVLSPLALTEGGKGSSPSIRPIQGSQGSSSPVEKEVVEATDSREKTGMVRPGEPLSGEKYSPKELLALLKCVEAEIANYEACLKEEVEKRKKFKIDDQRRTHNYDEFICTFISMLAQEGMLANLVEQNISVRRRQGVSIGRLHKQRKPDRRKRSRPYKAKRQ
# Starred values were filed as active, the others as inactive; / = no result given; & = joins results of further samples.
SMILES,HePTP inhibitor,BAP1 block
Cc1ccc(S(=O)(=O)NC(=O)Oc2ccc3oc(=O)sc3c2)cc1,-10,/
CC(=O)ON=C1CC(C)(C)NC(C)(C)C1,-3,/
Cc1ccc(C)c(N2CCN(Cc3nnnn3C3CCCCC3)CC2)c1,12,69
CCc1ccc(NC(=O)c2cc(-c3ccc(OC)cc3)on2)cc1,6,/
CCOC(=O)C1C(=O)CC(C)(O)C(C(=O)OCC)C1c1ccc2c(c1)OCO2 (stereo not drawn),1,92
Cc1ccc(CNC(=O)CCCNC(=O)c2ccc(Cl)cc2)n1C,0,103
Cn1cccc1CN1CCN(C(=O)c2cccs2)CC1,8,/
OC(CN1CCCCC1)Cn1c(C(F)(F)F)nc2ccccc21 (stereo not drawn),4,74
O=C(COC(=O)c1n[nH]c2ccccc12)Nc1ccc(S(=O)(=O)N2CCCC2)cc1,7,/
CN1CC[n+]2cnc3ccccc3c21,-1,70
CCCCC(=O)N1c2ccccc2C(N(C(=O)Cc2ccc(F)cc2)c2ccccc2)CC1C (stereo not drawn),7,/
COC(=O)Cn1c(CN2CCOCC2)nc2c1c(=O)[nH]c(=O)n2C,2,103
COc1ccc(S(=O)(=O)N2CCN(c3cc(-c4ccccc4)nc4ncnn34)CC2)cc1,1,/
Cc1ccc(N2CCSC2C(N)=O)cc1 (stereo not drawn),8,/
CC(=O)c1ccc(OCC(C)C)c(CC(C(N)=O)C(N)=O)c1,4,89
COc1ccc(C(=O)Nc2cc(Cl)ccc2Cl)c(OC)n1,-13,77
COC(=O)c1cc(C(=O)Nc2cc(C)ccn2)cc([N+](=O)[O-])c1,-4,/
COC(=O)c1ccc(C(=O)OC)c(NC(=O)COc2cccc(Cl)c2)c1,2,/
O=C(Nc1ccc(-c2ccc([N+](=O)[O-])cc2)cc1)c1cccs1,-7,/
COc1cccc(-c2cc(C(=O)N3CCc4ccccc4C3)no2)c1,13,79

# The final 7 entries of the part above lead into the next.
SMILES,HePTP inhibitor,BAP1 block
Cc1ccc(N2CCSC2C(N)=O)cc1 (stereo not drawn),8,/
CC(=O)c1ccc(OCC(C)C)c(CC(C(N)=O)C(N)=O)c1,4,89
COc1ccc(C(=O)Nc2cc(Cl)ccc2Cl)c(OC)n1,-13,77
COC(=O)c1cc(C(=O)Nc2cc(C)ccn2)cc([N+](=O)[O-])c1,-4,/
COC(=O)c1ccc(C(=O)OC)c(NC(=O)COc2cccc(Cl)c2)c1,2,/
O=C(Nc1ccc(-c2ccc([N+](=O)[O-])cc2)cc1)c1cccs1,-7,/
COc1cccc(-c2cc(C(=O)N3CCc4ccccc4C3)no2)c1,13,79
CSc1nsc(SC)c1NC(=O)Nc1ccccn1,0,99
O=C(Nc1ccc2c(c1)OCCO2)C1c2ccccc2Oc2ccccc21,3,/
N#CCc1ccc(NS(=O)(=O)c2cccs2)cc1,5,89
Cc1cn(C2CC3OCC3O2)c(=O)[nH]c1=O (stereo not drawn),-1,87
O=C(NCc1ccncc1)c1cccs1,4,/
O=C(O)c1cc(-c2ccc(/C=N/Nc3ccc(Cl)cc3)o2)ccc1Cl,5,/
Clc1ccc(N2CCN(/N=C\c3ccc(Br)cc3)CC2)cc1,2,/
CC(C)CCNC(=O)Cn1cc2c(n1)CCCCC2,5,91
O=C(Cc1ccccc1)Nc1ccccc1N1CCN(c2ccccc2)CC1,6,73
Cc1cc(OCC(=O)Nc2nc3ccccc3s2)cc(C)c1Cl,/,246
O=C(O)c1cc2c(s1)CCCC2,12,101
CNCC(O)COc1ccc(C)cc1C (stereo not drawn),2,/
COc1ccc(CCNC(=O)CC(=O)N/N=C/c2ccc(C(C)C)cc2)cc1OC,-2,/
CN(C)CCNc1oc(COc2cccc(Cl)c2)nc1C#N,-3,112
COc1cc(C2C(C#N)=C(N)Oc3n[nH]c(C)c32)cc2c1OCO2 (stereo not drawn),10,93
N#Cc1ccc(COC(=O)CSc2nnc(C3CCCCC3)n2N)cc1,-10,83
CCOC(=O)CSc1nc2ccccc2n1CC(=O)NC(C)(C)C,1,99
COc1ccc(NC(=O)NC(C)c2cccc3ccccc23)cc1OC (stereo not drawn),4,/
O=C(NCCCN=C1NS(=O)(=O)c2ccccc21)c1ccc(S(=O)(=O)N2CCCCC2)cc1,-17,77
COc1ccc(-c2nc3oc4cc(OC)ccc4c(=O)c3c(=O)n2Cc2ccco2)cc1,6,125
CCCc1nnc(NC(=O)c2cccc(OC)c2)s1,-4,92
O=C(NCCC1=CCCCC1)C(=O)Nc1ccccc1F,-17,/
CN1C(=O)/C(=C\c2ccccc2OCCOc2ccc([N+](=O)[O-])cc2)SC1=S,7,/
Cc1ccc(C(=O)NCc2n[nH]c(=S)n2-c2cccc(Cl)c2)cc1C,/,108
CC/C(C)=N/NC(=O)c1[nH]c2ccc(C)cc2c1-c1ccccc1,6,/
COc1cc(C(=O)NCc2nnc(SCC(=O)N3CCc4ccccc43)o2)cc(OC)c1OC,-8,105
Cc1cc(-c2ccc(C=C3C(=O)N(C)C(=O)N(C)C3=O)o2)cc([N+](=O)[O-])c1C,-15,/
CCOc1ccc(C2c3c(oc4ccccc4c3=O)C(=O)N2CCCN2CCOCC2)cc1OCC (stereo not drawn),-1,78
CCOC(=O)N1CCC(NC(=O)c2ccc3c(c2)sc2nc(-c4ccccc4)cn23)CC1,6,38*
CC1CC(C)CN(CCCNC(=O)c2ccc3c(c2)NC(=O)C(N2CCCCC2)S3)C1 (stereo not drawn),-7,103
O=c1[nH]c2sc3c(c2c2nncn12)CCCC3,8,/
COCc1cc(C)nc2sc3c(=O)oc(C)nc3c12,0,108
Cc1cc(C)n(-c2cc(C)c3cccc([N+](=O)[O-])c3n2)n1,-3,/
COC(=O)CN(Cc1ccco1)S(=O)(=O)c1ccccc1,6,88
COC(=O)C1CCN(c2cc(=O)n(-c3ccc(OC)cc3)c(=O)[nH]2)CC1,-10,95
COc1ccc(C(=O)OCn2nnc3ccccc3c2=O)cc1OC,3,105
COC(=O)/C(=C\C(=O)c1ccccc1)Nc1ccccc1,-2,/
CCOc1cc(C(=O)Nc2ccc(OC)cc2)cc(OCC)c1OCC,-6,/
CCCc1cc(C(=O)Cc2ccc(F)cc2)c(O)cc1O,-6,73
COc1ccccc1N1CCN(CCN(C(=O)c2ccc(F)cc2)c2ccccn2)CC1,/,88
Cc1ccc(C(=O)Nc2nc(-c3ccccc3)c(C)s2)cc1,5,/
O=C(CCc1ccccc1)NCCOc1ccccc1,4,/
CS(=O)(=O)N(Cc1ccccc1)c1ccc(C(=O)Nc2ccc3c(c2)OCO3)cc1,-3,/
CCOc1ccc(N(CC(=O)Nc2cc(C)ccc2C)S(C)(=O)=O)cc1,3,/
COc1cccc(-n2c(C)nnc2SCC#N)c1,-5,111
O=C(NCc1ccc2c(c1)OCO2)c1nn2cccnc2c1Cl,6,55
CCOC(=O)c1ccc(NS(=O)(=O)c2ccc(SC)cc2)cc1,12,97
O=S(=O)(c1cccc(-c2nn3c(-c4ccncc4)nnc3s2)c1)N1CCOCC1,8,105
COc1ccc(-c2ccc(-c3nnn(CC(C)=O)n3)cc2)cc1,6,119
COc1ccc(NC2c3ccccc3C(=O)N2c2cccnc2)cc1Cl (stereo not drawn),8,101
CCc1ccc(/C=C2/C(=O)NC(=O)N2C(C)=O)cc1,-8,/
Cc1cc(=O)n2nc(N3CCCC(C(=O)NCc4ccco4)C3)sc2n1 (stereo not drawn),3,98
CN(c1ccc(C(=O)NCCC2=CCCCC2)cc1)S(C)(=O)=O,4,102
Nc1nc2n(n1)C(c1ccccc1Cl)CC(c1ccc(F)cc1)N2 (stereo not drawn),12,82
Cc1nc2cc(N=Cc3cc(C(C)(C)C)c(O)c(C(C)(C)C)c3)ccc2n1C,-3,/
CCOC(=O)c1sc2nc3n(c(=O)c2c1C)CCC(C)CC3 (stereo not drawn),3,105
CCOC(=O)C(NC(C)=O)(N1CCOCC1)C(F)(F)F (stereo not drawn),-9,106
CC(=O)n1cc(C2C(=O)CC(C)(C)CC2=O)c2ccccc21,9&-7,88
O=C(Nc1ccc(F)cc1)C1CC(=O)N(c2ccc(Cl)cc2)C1 (stereo not drawn),-3,/
CCOC(=O)N1CCC(N2CC34C=CC(O3)C(C(=O)Nc3ccc(OCC)cc3)C4C2=O)CC1 (stereo not drawn),4,89

# Grouped by structure: those above containing a COOH group
SMILES,HePTP inhibitor,BAP1 block
O=C(O)c1cc(-c2ccc(/C=N/Nc3ccc(Cl)cc3)o2)ccc1Cl,5,/
O=C(O)c1cc2c(s1)CCCC2,12,101

# Next section.
SMILES,HePTP inhibitor,BAP1 block
N=c1sccn1CC(=O)Nc1ccc2c(c1)CCC2,1,91
CCNc1nc(NC(C)C)nc(N(C#N)CCOc2ccc(Cl)cc2Cl)n1,4,92
CC(=O)Oc1ccc2c(C)cc(=O)oc2c1I,2,/
CCc1ccc(NC(=O)C(=O)NCCN2CCN(C(=O)C(c3ccccc3)c3ccccc3)CC2)cc1,1,/
Cc1ccc(NC(=O)CN(c2cccc(Br)c2)S(=O)(=O)c2ccccc2)cc1C,0,/
O=C(C1CC1)N1CCc2cc(S(=O)(=O)N(CCO)Cc3ccccc3)ccc21,-2,122
CSc1ccccc1NC(=O)CC1Sc2ccccc2NC1=O (stereo not drawn),4,/
COc1ccc(N2CC(C(=O)Nc3ccc(F)cc3F)CC2=O)cc1 (stereo not drawn),6,87
CC1CC(=O)NN=C1c1ccc(Cl)cc1 (stereo not drawn),/,71
CCOc1ccccc1NC(=O)c1ccc(OC)cc1OC,-4,/
COC(=O)[C@H](C)NC(=O)Nc1cccc(C(F)(F)F)c1,-12,95
Cc1cc(/C=N/c2nc3ccc(Br)cc3n2C)c(O)c([N+](=O)[O-])c1,3,/
CCN(CC)c1ccc(/C=N/Nc2nncc(-c3ccccc3)n2)cc1,0,/
O=C(Nc1ccc(NC(=O)C2CC2)nc1)c1cccc(F)c1,2,99
CCOc1ccccc1C(=O)NCCC(=O)O,-4,107
c1cnc(N2CCN(Cc3c[nH]c4ccccc34)CC2)nc1,10,/
COCC(C)NC(=O)c1ccc(N(C)C)cc1 (stereo not drawn),10,86
O=C(Nc1ccccc1Cl)C(c1ccccc1)c1ccccc1,-1,/
Cc1ccc(S(=O)(=O)CC(C)N2CCOCC2)c(S(=O)(=O)CC(C)N2CCOCC2)c1 (stereo not drawn),-6,95
CCN(CC)S(=O)(=O)c1cccc(C(=O)Nc2cccnc2)c1,0,106

# Ordered by the number under HePTP inhibitor (highest first): 7 from the list above.
SMILES,HePTP inhibitor,BAP1 block
COc1ccc(N2CC(C(=O)Nc3ccc(F)cc3F)CC2=O)cc1 (stereo not drawn),6,87
CSc1ccccc1NC(=O)CC1Sc2ccccc2NC1=O (stereo not drawn),4,/
CC(=O)Oc1ccc2c(C)cc(=O)oc2c1I,2,/
CCc1ccc(NC(=O)C(=O)NCCN2CCN(C(=O)C(c3ccccc3)c3ccccc3)CC2)cc1,1,/
CCN(CC)c1ccc(/C=N/Nc2nncc(-c3ccccc3)n2)cc1,0,/
O=C(C1CC1)N1CCc2cc(S(=O)(=O)N(CCO)Cc3ccccc3)ccc21,-2,122
CCOc1ccccc1NC(=O)c1ccc(OC)cc1OC,-4,/

# Continued:
SMILES,HePTP inhibitor,BAP1 block
COc1cccc(N2CCC(=O)N2)c1,/,139
CN(C)c1ccc(/C=C2\C(=O)NC(=O)N(c3ccc(Cl)cc3)C2=O)o1,9,/
O=S(=O)(c1ccc(Br)cc1Br)n1nnc2ccccc21,8,/
O=C(COc1ccccc1)N1CCN(c2nnc(-c3ccccc3)c3ccccc23)CC1,-25,80
COc1ccc(NC2=C(Cl)C(=O)N(c3cccc(Cl)c3)C2=O)c(OC)c1,5,/
COC(=O)c1ccc(/C=N/NC(=O)CCC2C(=O)NN=C2C)cc1 (stereo not drawn),5,/
O=C(c1ccco1)c1cn[nH]c1-c1ccc(Cl)cc1O,-1,/
Cc1ccc(CN2CCN(/N=C\c3cccc(O)c3)CC2)cc1,1,/
CCCCOc1ccc(/C(O)=C2/C(=O)C(=O)N(CCCOC)C2c2ccncc2)cc1 (stereo not drawn),0,51
CCOC(=O)c1ccc(N2C(=O)c3n[nH]c(C)c3C2c2ccc(OC)cc2)cc1 (stereo not drawn),4,96
COc1ccc(NC(=O)c2nn3c(c2Cl)NC(c2ccco2)CC3C(F)(F)F)cc1OC (stereo not drawn),-10,/
O=C(O)CCN1C(=O)/C(=C\C(Cl)=C/c2ccc([N+](=O)[O-])cc2)SC1=S,102*,/
COc1ccccc1/C=C1\SC(=S)N(NC(=O)c2cccnc2)C1=O,6,/
CN1C(=O)c2ccccc2N(C)C1c1cccs1 (stereo not drawn),2,114
CCC(C)(C)C1CCc2c(sc(NC(C)=O)c2C(N)=O)C1 (stereo not drawn),-2,/
CC(/C=C1\SC(=S)N(c2ccc(F)cc2)C1=O)=C\c1ccccc1,6,/
O=[N+]([O-])c1ccc2nc(Sc3nc4ccccc4s3)sc2c1,-6,/
COc1ccc2c(=O)c(-c3ccccc3OC)coc2c1,10,/
COc1ccc(C2C3=C(CC(C)(C)CC3=O)Nc3ccccc3N2C(=O)c2ccc(Cl)cc2)cc1OC (stereo not drawn),-5,/
CCCCCCCC(=O)OCC(=O)[C@@]1(O)CC[C@H]2[C@@H]3CCC4=CC(=O)CC[C@]4(C)[C@H]3[C@@H](O)C[C@@]21C,8,/
Cc1cc(C(=O)OCC(=O)N2C(C)CCCC2C)c(C)o1 (stereo not drawn),2,117

# Record cards, as listed above. Screens in order: HePTP inhibitor | BAP1 block
# Record of O=S(=O)(c1ccc(Br)cc1Br)n1nnc2ccccc21 = 8 | /
# Record of Cc1cc(C(=O)OCC(=O)N2C(C)CCCC2C)c(C)o1 (stereo not drawn) = 2 | 117
